GRP78 ERSR act: induces the endoplasmic reticulum stress response in human glioma cells; U87-MG GRP78 promoter luciferase reporter, 16 h; Potency, µM, inactives show top-dose activation, hits mostly activators; hit rate 0.02% among 420,000; AID 602332; further: potency means the concentration at half of the fitted maximal effect; series mostly up to about 76 µM; % of control where 0% means no effect; nearly all actives have a fitted effect of over 35% in size
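ERSR induction read as luciferase luminescence (Bright-Glo, 10 min at room temperature) in stably transfected human U87-MG glioma cells exposed to compounds for 16 h, using GRP78 as sensor.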
Vif-A3G inh: blocks the Vif interaction with human APOBEC3G. Q9HC16. hit rate 0.076% among 410,000. HeLa A3G-eYFP + Vif (tagged APOBEC3G with the HIV-1 protein that degrades it), YFP fluorescence, overnight. Potency, µM (top dose mostly 46.1 µM), without a hit: top-dose activity, negative = active, usual class: inhibitors;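 further: potency means the concentration at half of the fitted maximal effect; on the % scale 0 is the no-effect control and ±100 the full control effect; nearly all actives have a fitted effect of over 60% in size; hits raise eYFP signal because A3G escapes Vif-driven loss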
Target sequence (Q9HC16 whole entry, looked up): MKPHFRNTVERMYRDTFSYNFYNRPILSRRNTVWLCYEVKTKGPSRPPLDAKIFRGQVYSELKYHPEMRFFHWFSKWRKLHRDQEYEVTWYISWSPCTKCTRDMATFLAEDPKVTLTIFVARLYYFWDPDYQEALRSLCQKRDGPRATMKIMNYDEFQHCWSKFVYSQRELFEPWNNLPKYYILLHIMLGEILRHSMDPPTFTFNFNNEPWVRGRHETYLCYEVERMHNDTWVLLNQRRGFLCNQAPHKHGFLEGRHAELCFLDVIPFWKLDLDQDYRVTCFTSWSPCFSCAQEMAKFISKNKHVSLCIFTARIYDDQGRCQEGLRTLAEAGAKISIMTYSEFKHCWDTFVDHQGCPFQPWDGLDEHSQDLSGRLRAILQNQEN
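HeLa cells stably expressing Vif and C-terminally eYFP-tagged A3G, seeded overnight at 37 deg C, then exposed to compound by pintool overnight at 37 deg C. Rise in yellow fluorescence (Ex 488/Em 500-530, Acumen) marks blocked Vif-driven A3G degradation.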
RGS4 inh: human RGS4 inhibition; Potency, µM (doses to about 114 µM), for inactives: at the highest dose activity change, negative = inhibition, actives largely listed as inhibitors; hit rate 0.039% among 390,000; P49798; Transcreener GDP fluorescence polarization, RGS4-accelerated GTP hydrolysis; further: potency means the concentration at half of the fitted maximal effect; on the % scale 0 is the no-effect control and ±100 the full control effect; nearly all actives have a fitted effect of over 75% in size; some results filed as inactive show a strong effect at the top dose
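MLSMR compounds (23 nl, pin-transferred) preincubated 10 min at room temperature with a 500nM (2x) first reagent, then RGS4 at 900nM (2x) plus Transcreener GDP mix added; fluorescence polarization (620/688 nm) read before and after 90 min at 30 °C.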
D2 antag: D2 dopamine receptor (human) antagonism; hit rate 2% among 340,000; AID 485344; inhibition, % at 10 µM; HEK293 TREx D2 cells, calcium flux, dopamine EC80; P14416; in the data active means inhibition above about 30%; further: 0% is about no effect
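In this primary screen, negative modulation is detected by tracking calcium flux after an EC80 dopamine challenge in inducible HEK293 T-REx D2 cells preexposed to test compound for 180 s.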
D2 ag: activates the human D2 dopamine receptor. activation, % at 2 µM. hit rate 0.53% among 340,000. HEK293 T-REx D2 cells, calcium flux agonist mode;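 active means activation over 3 SD above normal in the single-dose calcium agonist read, cut at about 30% in these data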; further: 0% is about no effect
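Tetracycline-induced HEK293 Trex cells with D2 receptor force-coupled to calcium signaling, plated overnight at 30 C and loaded with no-wash calcium dye. Calcium flux read kinetically for 180 s after compound addition; responses flag agonists.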
Vif-A3F inh: Vif-A3F binding inhibition | HeLa A3F-eYFP + Vif (tagged APOBEC3F with the HIV-1 protein that degrades it), YFP fluorescence increase | Potency, µM (series often up to 46.1 µM), for the others: at the top dose activity, negative = active | hit rate 0.2% among 390,000; further: potency means the concentration at half of the fitted maximal effect; % of control where 0% means no effect; nearly all actives have a fitted effect of over 65% in size
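HeLa cells stably expressing Vif plus C-terminally eYFP-tagged A3F were seeded, incubated overnight at 37 deg C, dosed with compound, incubated overnight again at 37 deg C. Yellow fluorescence (Ex 488/Em 500-530) reported blocked Vif-mediated A3F-eYFP degradation.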
LDHA inh: inhibitors of human lactate dehydrogenase A; P00338; purified LDHA, NADH/diaphorase-resazurin fluorescence; hits give low values; activity change, % (values are at about 110 or 230 µM); hit rate 0.15% among 480,000; AID 1347041; in the data active means activity change below about -30%; inconclusive means mostly about -25% to -30%;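 further: plate controls were DMSO wells for no effect and wells without enzyme for full effect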
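Resorufin fluorescence (ex540/em590), read at 0 and 20 min after diaphorase/resazurin addition, reports the NADH left after a 5 min room-temperature reaction of 2 nM human LDH5 with 0.06 mM NADH and 0.2 mM pyruvate.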
ERG-DNA inh: blocks human ERG Ets domain binding to DNA; Potency, µM (top dose mostly 76.9 µM), for inactives: top-dose FP activity, negative = inhibition, actives largely listed as inhibitors; P11308; hit rate 0.028% among 370,000; fluorescence polarization, His-ERG Ets domain / labelled DNA; active means well fitted inhibition curve with a large enough effect in the polarisation, with a control signal flat; inconclusive means small, poorly fitted or top-dose-only effect, or effect the other way, or a change in a side signal; inactive means no such curve, though single readings can be large or run the other way; the % refers to the polarisation;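 further: polarization taken with two DNA probes labelled with fluorescein and Texas red; potency means the concentration at half of the fitted maximal effect; % of control where 0% means no effect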
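His-tagged ERG Ets domain (1 uM in the protein solution; 300mM KCl, 50mM Tris-HCl, 1mM EDTA, 1mM DTT, pH 7.5) received compound, then a probe mix of 5 nM fluorescein-DNA and 100nM Texas-615-DNA. Fluorescence polarization was read for both dyes.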
ALOX12 inh: blocks human arachidonate 12S-lipoxygenase; P18054; purified 12hLO, xylenol orange hydroperoxide absorbance; Potency, µM (titrated, usually from 108 µM), for inactives: top-dose activity change, negative = inhibition, most hits filed as inhibitors; hit rate 1.1% among 580,000; AID 1671190; further: potency means the concentration at half of the fitted maximal effect; on the % scale 0 is the no-effect control and ±100 the full control effect
Target sequence (P18054 whole entry, looked up): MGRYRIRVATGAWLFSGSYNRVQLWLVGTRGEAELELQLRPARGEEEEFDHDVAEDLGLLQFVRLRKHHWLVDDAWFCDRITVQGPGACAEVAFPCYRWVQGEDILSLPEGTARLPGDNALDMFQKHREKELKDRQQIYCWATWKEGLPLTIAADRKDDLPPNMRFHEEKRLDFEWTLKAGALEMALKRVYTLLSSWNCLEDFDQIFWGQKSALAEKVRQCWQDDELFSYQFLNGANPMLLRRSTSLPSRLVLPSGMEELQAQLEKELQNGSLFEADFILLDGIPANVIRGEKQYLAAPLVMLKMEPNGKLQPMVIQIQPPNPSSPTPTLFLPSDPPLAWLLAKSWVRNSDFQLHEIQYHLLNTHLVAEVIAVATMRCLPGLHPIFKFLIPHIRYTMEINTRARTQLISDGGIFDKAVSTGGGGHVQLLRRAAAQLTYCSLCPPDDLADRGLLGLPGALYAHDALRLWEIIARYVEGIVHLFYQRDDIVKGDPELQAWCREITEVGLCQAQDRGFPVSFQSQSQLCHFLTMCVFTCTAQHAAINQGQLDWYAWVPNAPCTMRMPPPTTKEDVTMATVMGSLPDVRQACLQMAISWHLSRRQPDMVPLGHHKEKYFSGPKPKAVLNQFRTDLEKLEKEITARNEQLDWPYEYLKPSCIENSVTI
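Purified human 12hLO (150 nM final) in 25 mM Hepes, 0.01% Triton X-100, pH 7.0 was preincubated 15 min at room temperature with compound. Then 40 uM arachidonic acid was added, 30 min. Hydroperoxide was read by Fe-XO absorbance ratio 573/405 nm.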
* = called active by the depositor; i = inactive; ? = inconclusive; nt = no result given; & = joins results of further samples; [ ] = another dose, or the depositor's remark. Unless noted, the call rests on the fitted dose curve; in most records, active means well fitted curve in the direction sought with a large enough effect; inconclusive means small, poorly fitted or top-dose-only effect, or another doubt; inactive means no such curve, though single readings can be large; an effect the other way counts as inactive or inconclusive.

SMILES	GRP78 ERSR act	Vif-A3G inh	RGS4 inh	D2 antag	D2 ag	Vif-A3F inh	LDHA inh	ERG-DNA inh	ALOX12 inh
CCCCn1c(N)c(N(CCOC)C(=O)CCCc2nc3ccccc3s2)c(=O)[nH]c1=O	-2%	1%	-6%	-22	0.7	-23%	1	10%	-1%
N#CCSc1n[nH]c2nc3c(c(=O)n12)C1(CCCC1)Cc1ccccc1-3	0%	-4%	-12%	6	0.1	-5%	-1	10%	i
Oc1cc2c(cc1C(c1ccc(Br)cc1)N1CCCC1)OCO2 (centres undefined)	-7%	-23%	?	-17	1.7	1%	20	8%	11µM*
CCCCN(C)C(=O)C1CCN(Cc2cccnc2)CC1	1%	-2%	-12%	13	-1.2	-3%	-14	2%	?
CCC(Oc1ccccc1)C(=O)Nc1ccc(OCc2cc(=O)n3ccc(C)cc3n2)cc1 (centres undefined)	-2%	1%	-1%	nt	0.0	-6%	-1	2%	-14%
O=C(Nc1ccccc1)OC1CCCCc2cccnc21 (centres undefined)	1%	-1%	7%	-11	-1.2	13%	-7	0%	4%
COc1cc(C(=O)NCCOC(=O)c2cccc(N(C)C)c2)cc(OC)c1OC	-4%	0%	-2%	20	-1.1	14%	-5	-6%	-6%
CCOc1ccc(-c2cc(C(=O)NCc3ccccc3Cl)c3ccccc3n2)cc1	-2%	-1%	-8%	nt	-0.4	4%	-2	-2%	0%
COC(=O)CC(N)c1ccc(OC)c2ccccc12 (centres undefined)	-5%	-1%	-17%	-1	0.7	nt	-2	1%	?
CCOc1ccc(NC(=O)CCn2c(-c3ccc(F)cc3)cc(C(C)=O)c2C)cc1	-1%	2%	-16%	nt	0.0	-9%	-4	0%	-17%

Two of the compounds above, in markdown.
| structure | GRP78 ERSR act | Vif-A3G inh | RGS4 inh | D2 antag | D2 ag | Vif-A3F inh | LDHA inh | ERG-DNA inh | ALOX12 inh |
| --- | --- | --- | --- | --- | --- | --- | --- | --- | --- |
| N#CCSc1n[nH]c2nc3c(c(=O)n12)C1(CCCC1)Cc1ccccc1-3 | 0% | -4% | -12% | 6 | 0.1 | -5% | -1 | 10% | i |
| Oc1cc2c(cc1C(c1ccc(Br)cc1)N1CCCC1)OCO2 (centres undefined) | -7% | -23% | ? | -17 | 1.7 | 1% | 20 | 8% | 11µM* |

Next records:
SMILES	GRP78 ERSR act	Vif-A3G inh	RGS4 inh	D2 antag	D2 ag	Vif-A3F inh	LDHA inh	ERG-DNA inh	ALOX12 inh
CC(=O)Nc1cc(C(C)(C)C)c(O)c(C(C)(C)C)c1	-4%	-9%	?	6	0.3	-7%	25	7%	0%
Cc1ccc(OCC(=O)NC(=S)Nc2ccc(Br)cn2)cc1C	-3%	0%	-1%	-17	1.0	-8%	-11	-2%	5%
O=[N+]([O-])c1cc([N+](=O)[O-])c(Oc2cncc(Cl)c2)cc1NC1CCCCCCC1	-2%	3%	-17%	-6	0.0	0%	-3	-4%	9%
Cc1ccc2nc(SCCCCOc3ccccc3)[nH]c2c1	-4%	2%	-33%	-5	-0.9	7%	1	-2%	nt
O=C(CN(Cc1ccco1)C(=O)CNS(=O)(=O)c1ccc(Cl)cc1)NCc1ccco1	1%	0%	-12%	11	-3.2	1%	1	6%	5%
OCCNCc1cccc(OCc2ccc(Cl)cc2)c1	4%	-2%	-6%	2	0.2	-3%	5	21%	1%
CCN(CC)CCNC(=O)Cn1cnc2sc(C)c(S(=O)(=O)N3CCC(C)CC3)c2c1=O	-2%&2%	0%&1%	4%&-10%	10	-0.1&0.7	7%&-5%	-4&-3	-1%&2%	2%&-1%
CCN1CCN(C(=O)Cn2c(-c3cccs3)cc3ccccc32)CC1	1%	0%	-1%	nt	-0.7	-2%	-1	-3%	-13%
Cc1cc(C)nc(NC(=O)C(c2ccccc2)c2ccccc2)n1	-4%	0%	2%	0	0.1	-3%	-4	nt	2%
CCCCCCN1CCN(C2CN(Cc3ccc(C)cc3)S(=O)(=O)C2)CC1 (centres undefined)	-4%	-1%	nt	nt	nt	nt	-2	nt	-20%
CCC(C)C(NC(=O)C1CCC(=O)N1C(=O)OCc1ccccc1)C(=O)NC(C(=O)N1CCCC1C(N)=O)C(C)CC (centres undefined)	1%	0%	-21%	5	1.5	2%	-7	-2%	0%
CC1CN(c2cc(-c3ccccc3)c3ccccc3n2)CC(C)O1 (centres undefined)	-5%	2%	26%	3	-0.4	6%	1	10%	-8%
O=C(CCc1nc2ccccc2c(=O)[nH]1)NCCN1C(=O)S/C(=C\c2ccc(OC(F)F)cc2)C1=O	3%	-18%	-24%	nt	nt	-16%	-6	-12%	-4%
CC(=O)N1c2ccc(S(=O)(=O)N(C)CC(=O)N(Cc3ccccc3)C(C)C)cc2CC1C (centres undefined)	-5%	2%	16%	nt	-0.8	4%	-7	11%	-17%
O=C1[C@@H]2[C@H](C(=O)N1n1cnnc1)[C@H]1C=C[C@@H]2C1	0%	1%	-6%	-5	-1.7	-9%	-2	-3%	16%
O=C(Nc1nnc(-c2ccco2)o1)c1cccc(N2C(=O)CCC2=O)c1	6%	0%	12%	5	-1.2	4%	5	8%	-2%
N#CCCN(C(=O)COC(=O)C1=NNC(=O)CC1)c1ccccc1	-5%	-3%	3%	-8	-0.3	2%	-6	23%	-28%
Cc1cccc(NC(=O)N2CCCC2C(=O)Nc2ccccc2)c1 (centres undefined)	-4%	-15%	-17%	28	0.7	1%	-3	10%	-2%
Cc1cc(C)c(NC(=O)CSc2ccc(-c3cccnc3)nn2)c(C)c1	-2%	-5%	-22%	0	-1.2	16%	-3	16%	58%[activator]
CSc1ccc(S(=O)(=O)NCCOc2ccccc2C)cc1	0%	-5%	10%	10	-0.5	-10%	4	-3%	?
O=C(NC1CCCCCC1)c1cc(S(=O)(=O)N2CCOCC2)ccc1F	-4%	0%	-1%	4	-0.2	2%	-1	-8%	12%
CC(C)N1CC2(c3ccccc3)CN(C(C)C)CC(c3ccccc3)(C1)C2=O	-2%	-1%	22%	2	-0.2	-7%	-7	-3%	358%[activator]
COc1ccc(CCNC(=O)CSc2nc(-c3ccc(F)cc3)cc(C(F)(F)F)n2)cc1OC	-1%	3%	-6%	nt	nt	-1%	1	7%	-19%
COc1cccc(C(=O)Nc2ccc3nc(N4CCC(C)CC4)cc(C)c3c2)c1	-1%	-2%	12%	nt	0.1	1%	2	19%	0%
CCOC(=O)C1(C)CCN1C(=O)c1cccs1 (centres undefined)	-5%	0%	nt	nt	nt	nt	-8	nt	-14%
O=C1CN(C(=O)COc2ccc(Br)cc2)c2ccccc2N1	-7%	-7%	7%	17	1.2	6%	-1	-7%	0%
Cc1ccc(C(=O)c2cn(Cc3ccc(F)cc3)c3nc(C)ccc3c2=O)cc1	1%	-6%	?	nt	-0.5	?	-1	4%	0%
Oc1cc(Cc2ccccc2)cnc1CN1CCCCC1	2%	0%	-5%	3	0.0	-4%	5	-3%	29%
CCc1nnc(NC(=O)CSc2nc3c(cc2C#N)CCC3)s1	-1%	0%	-32%	13	-0.5	5%	-2	-8%	0%[57.4 µM]
NS(=O)(=O)c1ccc(N2N=C(c3ccccc3)CC2c2cccc(Cl)c2)cc1 (centres undefined)	-11%	-9%	-12%	nt	nt	-1%	1	15%	?
CC(=O)c1cccc(NC(=O)Cn2nc(C)n3cccc3c2=O)c1	-4%	-2%	10%	nt	-1.6	-4%	-4	-7%	-11%
CC(=O)NC(CC(=O)NC12CC3CC(CC(C3)C1)C2)c1ccccc1 (centres undefined)	0%	-3%	-14%	-6	11	2%	-5	14%	7%
CCCS(=O)(=O)NC(=O)C1(C)CCN(C(=O)Cc2ccc(F)cc2)C1 (centres undefined)	-1%	-1%	nt	nt	nt	nt	-8	nt	-6%
COc1ccc(N2CCN(C(=O)CCCOc3cc(=O)n(C)c4ccccc34)CC2)cc1	-1%	-1%	-8%	9	0.6	-2%	6	4%	-8%
CC(=O)N1CCN(c2ccc(NC(=O)c3ccc(C)cc3)cc2)CC1	-4%	-1%	-1%	14	0.4	0%	1	2%	-3%
Cc1noc(C)c1COc1ccc(C(=O)OCC(N)=O)cc1	-2%	1%	8%	nt	nt	17%	-1	4%	-21%
CCN(CC)S(=O)(=O)c1ccc(/C=C/C(=O)Nc2ccc(F)cc2F)cc1	5%	2%	4%	5	-1.5	0%	-1	-1%	-6%
CCN(CC(=O)Nc1ccc(OC)cc1)C(=O)CSCC(=O)Nc1cc(C)on1	2%	-7%	?	-5	0.5	-1%	0	17%	26%
NC(=O)[C@H]1CC2(CC(c3cccc(NC(=O)[C@H]4CCC(=O)N4)c3)=NO2)CN1C(=O)c1ccccc1C(=O)c1ccccc1 (some centres undefined)	-5%	3%	-1%	3	0.2	1%	-9	3%	-24%
COc1ccc(C2=NOC(Cn3nc(-c4ccccc4)cc3C(=O)NCc3cccc(C(F)(F)F)c3)C2)cc1 (centres undefined)	-4%	3%	-1%	nt	nt	-8%	-4	18%	nt
CC(=O)Nc1cccc(-c2nc3ccccc3s2)c1	0%	-9%	2%	nt	nt	-17%	-10	4%	-26%
COc1cccc(CNC(=O)Nc2cn(CC(C)C)c(=O)c3ccccc23)c1	-2%	0%	-20%	nt	-1.7	-5%	7	-7%	-10%
CN(CC(=O)Nc1cccc(F)c1)C(=O)c1cc(S(=O)(=O)N2CCN(c3ccccc3)CC2)ccc1Cl	-1%	3%	36%	-9	1.1	-2%	-6	-1%	138%[activator]
CN(C(=O)c1ccc(Oc2ccc([N+](=O)[O-])cc2)cc1)C1CCCCC1	2%	2%	13%	14	0.5	-2%	1	-6%	4%

Compound activity as filed in PubChem.

Not all compounds are listed. The share of hits here may be higher or lower than overall.
